S100A4 inh HTS = inhibitors of human S100A4 binding to myosin IIA peptide | P26447 | S100A4/TAMRA-MyoIIA peptide fluorescence polarization | inhibition, % at 10.7 µM | 0.14% of 360,000 active;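 active means mean inhibition of at least 70% across replicates, with every replicate also reaching that level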
Target sequence (P26447 whole entry, looked up): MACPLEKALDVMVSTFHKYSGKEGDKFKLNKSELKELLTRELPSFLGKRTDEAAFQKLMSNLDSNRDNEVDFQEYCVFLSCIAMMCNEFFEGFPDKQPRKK
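Material: S100A4 monomer protein / Buffer or medium: 50 mM HEPES pH 7.2, 10 mM CaCl2, 100 mM KCl / Times: 5 min incubation before reading / Benchmarks: neutral control DMSO, positive control TFP / Reagent: labelled myosin peptide probe, 5 nM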
C2C12 statin = protects C2C12 myotubes from simvastatin toxicity; 0.78% of 330,000 active; ATP luminescence, 48 h; scaled: DMSO 0, geranylgeraniol control 100; rescue of ATP level, % at 7.49 µM;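 active means mean ATP rescue above about 67%, or every replicate alone reaching that limit, limit read from the data, passing the limit was not always enough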;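 further: myotubes were challenged with 10 µM simvastatin during compound exposure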
Xi reactivation = reactivates the inactive X chromosome in mouse fibroblasts; XiGFP mouse fibroblasts, % GFP-positive cells imaging, 3 d; cells co-treated with 5-aza-dC sensitizer; scaled so ellipticine positive control = 100%; activation, % at 7.58 µM; 0.055% of 360,000 active; AID 743238;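 active means mean normalized replicate activation at least 10% and every replicate at or above 10%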;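 further: 0% = median of on-plate neutral control wells and 100% = ellipticine 6 µM median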
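Material: SV40-immortalized XiGFP fibroblast cells, line 68-5-11 | Buffer or medium: DMEM containing 5-aza-dC | Dosing: One concentration, pinned | Times: 3 d treatment, 15 min room-temperature fixation | Controls: Ellipticine 6 µM positive control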
Cneo AK release = causes C. neoformans cell lysis. adenylate kinase release luminescence, 4 h; normalised: neutral wells 0, clomiphene wells 100. lysis activity, % at 15 µM. 0.2% of 360,000 active. AID 651654;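 active means mean lysis activity across replicates of at least 80%, whatever share of replicates individually reach that level; inactive means mean lysis activity below 80%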
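Test system: log-phase Cryptococcus neoformans yeast cells. Input: 5 × 10^6 yeast cells/mL. Medium: fresh YPD growth medium. Doses: single dose. Incubation: static 4 h at 37 °C with compound, 1 h detection. Measured by: luminescent adenylate kinase detection reagent. Read-out: signal increase indicating cell lysis. Benchmarks: Clomiphene.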
LGR2 antag = inhibitors of bursicon-induced Drosophila LGR2 receptor cAMP signaling; HEK293 LGR2, CRE-luciferase, bursicon-stimulated, 4 h; 0.35% of 380,000 active; AID 720647; inhibition, % at 9.99 µM;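 active means drop in luminescence signal, shown as inhibition above about 50% in the replicate tests, limit read from the data, passing the limit was not always enough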;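 further: agonist challenge used bursicon conditioned medium at about half maximal strength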
ERAP1 inh = inhibitors of human ERAP1 aminopeptidase; inhibition, % at 10.7 µM; 0.15% of 340,000 active; recombinant ERAP1, Leu-AMC fluorescence, 60 min;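 active means mean replicate inhibition of at least 30%, or all replicates individually reaching that 30% level; inactive means mean below 30% and not every replicate reaching it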;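 further: 0% = neutral control wells and 100% = L-leucinethiol positive control wells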
PGC1a acetyl inh = PGC1a acetylation modulation, inhibitor mode. U2OS PGC1a acetylation, AlphaScreen anti-acetyl-lysine; with virally co-expressed GCN5 acetyltransferase. inhibition, % at 15.6 µM. 0.17% of 350,000 active. AID 651687;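 active means every replicate shows inhibition of at least 40%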;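 further: 0% = neutral control wells and 100% = positive control wells; some results beyond the cut were filed as inactive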
SIRT5 inh = blocks human SIRT5 desuccinylation of peptide | Q9NXA8 | Purified SirT5, succinyl-peptide AMC, trypsin-coupled fluorescence | inhibition, % at 15 µM | 1.1% of 330,000 active; in the data active means inhibition above about 15%
Target sequence (Q9NXA8 whole entry, looked up): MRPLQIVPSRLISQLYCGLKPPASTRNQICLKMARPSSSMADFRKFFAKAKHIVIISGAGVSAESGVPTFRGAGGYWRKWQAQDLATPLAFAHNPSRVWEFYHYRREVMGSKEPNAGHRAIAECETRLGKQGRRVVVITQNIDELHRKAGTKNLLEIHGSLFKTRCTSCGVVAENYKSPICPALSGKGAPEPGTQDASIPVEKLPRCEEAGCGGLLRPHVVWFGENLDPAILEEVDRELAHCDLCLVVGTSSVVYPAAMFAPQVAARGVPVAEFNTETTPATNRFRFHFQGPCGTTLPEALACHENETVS
Numbers without * were called inactive; / = not tested or not shown. Only part of the results is shown; the hit share may differ from the screen's.

Compound	S100A4 inh HTS	C2C12 statin	Xi reactivation	Cneo AK release	LGR2 antag	ERAP1 inh	PGC1a acetyl inh	SIRT5 inh
CS(=O)(=O)N(CC(=O)N1CCc2ccccc2C1)c1cccc([N+](=O)[O-])c1	-4	10	0.0	-2	6	-5	6	0
O=C(c1ccc(OC2CCN(CCc3ccccc3)CC2)cc1)N1CCCC(CCCO)C1 (stereo unspecified)	-4	-19	0.0	3	-11	4	/	0
COc1ccccc1C(=O)N1C[C@H]2[C@@H](c3ccccc31)[C@H](CO)N2C(=O)C1CCCC1	-74	-11	0.0	-3	1	2	-9	-2
COc1ccc(C#Cc2ccc3c(c2)[C@@H]2[C@@H](CCN2Cc2nccs2)[C@@H](CO)N3)cc1	/	-4	0.7	4	0	/	1	/
C[C@H]1CN([C@@H](C)CO)S(=O)(=O)c2ccc(C#Cc3ccccc3)cc2O[C@@H]1CN(C)S(=O)(=O)c1cn(C)cn1	15	40	-1.2	5	13	1	-7	0
O=C(/C=C/c1ccccc1Cl)NNC(=O)c1ccncc1	-4	25	0.3	1	-16	4	7	-1
C[C@@H]1CN([C@@H](C)CO)S(=O)(=O)c2ccc(-c3ccc(F)cc3)cc2O[C@@H]1CN(C)C(=O)C1CCOCC1	5	-12	0.1	-5	31	5	12	-1
CC1(C)CC(=O)C/C(=N/NC(=O)C2CCN(S(=O)(=O)c3cccs3)CC2)C1	-3	/	0.5	/	2	4	/	-2
C[C@@H]1CCCCO[C@H](CN(C)S(=O)(=O)c2ccc(Cl)cc2)[C@H](C)CN([C@@H](C)CO)C(=O)c2cc(NS(=O)(=O)c3ccc(F)cc3)ccc2O1	-4	21	0.2	1	10	6	1	22*
C=CCNc1nc(C(=O)OCC(=O)N(Cc2ccccc2)C(C)C)cs1	5	9	0.0	2	-10	3	6	2
Cc1cc(C)c2nc(/N=C(\N)NC(=O)c3ccccc3)nc(C)c2c1	5	-28	0.0	-1	-9	-3	5	-2
Cc1ccc(C)c(N2CCN(C(=O)CN(C)S(=O)(=O)c3ccc4c(c3)CCC(=O)N4)CC2)c1	9	9	0.0	-1	11	1	-1	1
O=C(Nc1ccncc1)C1(c2ccccc2)CCCC1	-9	-16	/	5	-5	-1	-2	-4
Cc1cc(/C=C2/NC(=O)NC2=O)c(C)n1-c1ccc(N2CCOCC2)cc1	4	-1	-0.1	-1	/	0	/	0
C/C(=N\NC(=O)c1cccc(S(=O)(=O)N2CCOCC2)c1)c1ccc(C)cc1	3	-1	0.1	0	/	2	-5	0
Cc1nnc2ccc(-c3cccc(NC(=O)Cc4cccs4)c3)nn12	-7	7	0.1	2	-2	-1	-17	-3
C[C@H]1CN([C@@H](C)CO)C(=O)c2cc(NS(=O)(=O)c3cccs3)ccc2O[C@@H]1CN(C)S(C)(=O)=O	-5	-2	0.3	-3	-3	-4	1	14
CN(C)c1ccc(/C=N/n2c(COc3ccccc3)n[nH]c2=S)cc1	-2	-1	0.0	0	-10	3	-9	1
O=C(Nc1ccc([N+](=O)[O-])cc1)Nc1ccon1	0	-42	1.8	0	-6	-3	3	-1
COc1ccccc1C(=O)NCCC(=O)N1CCN(c2ccccc2Cl)CC1	-3	-4	0.3	-2	7	0	/	-2
CCOc1ccc(N2C(=O)Nc3ccccc3C2(O)C(=O)NCc2ccco2)cc1 (stereo unspecified)	2	/	0.7	/	9	-2	/	-2
CCCNC(=O)C[C@@H]1CC[C@H]2[C@@H](COc3ccc(NC(=O)c4cscn4)cc3C(=O)N2C)O1	/	-14	0.0	/	8	/	-1	/
Cc1ccc(S(=O)(=O)Nc2ccc3c(c2)C(=O)N([C@@H](C)CO)C[C@H](C)[C@H](CN(C)S(=O)(=O)c2cn(C)cn2)OCCCC[C@H](C)O3)cc1	5	/	0.0	-6	1	-3	0	3
CCOC(=O)C1=C[C@@H](C(C)(C)C)N(S(=O)(=O)c2ccc(C)cc2)[C@H]1c1ccc(Cl)c(Cl)c1	-1	-4	0.0	33	24	1	0	-1
COc1ccc(-c2ccc(C3[C@H]4CNC[C@@H]3N4Cc3cc(F)ccc3F)cc2)cc1 (stereo partly specified)	0	/	0.0	/	-13	0	/	5

Marked active in SIRT5 inh, of those listed so far:
| SMILES | S100A4 inh HTS | LGR2 antag | ERAP1 inh | PGC1a acetyl inh | SIRT5 inh |
| --- | --- | --- | --- | --- | --- |
| C[C@@H]1CCCCO[C@H](CN(C)S(=O)(=O)c2ccc(Cl)cc2)[C@H](C)CN([C@@H](C)CO)C(=O)c2cc(NS(=O)(=O)c3ccc(F)cc3)ccc2O1 | -4 | 10 | 6 | 1 | 22* |

(list continues)
Compound	S100A4 inh HTS	C2C12 statin	Xi reactivation	Cneo AK release	LGR2 antag	ERAP1 inh	PGC1a acetyl inh	SIRT5 inh
CN(c1ccccc1C(=O)NC1CCCCC1)S(=O)(=O)c1ccccc1	4	22	0.2	-1	4	/	-11	-2
CCC(C)N1C(=O)CCC1C(=O)NCc1ccc2c(c1)OCO2 (stereo unspecified)	1	1	0.1	8	9	-2	21	-1
COCC(=O)N(C)C[C@@H]1Oc2ncc(-c3cccc(OC)c3)cc2C(=O)N([C@H](C)CO)C[C@@H]1C	-7	26	-0.3	-1	0	3	-1	1
O=C(O)c1ccc(-c2ccc(/C=c3/sc4nc5ccccc5n4c3=O)o2)cc1Cl	32	/	0.0	/	2	5	/	24*
COc1cc(C=O)ccc1OCCCOc1ccccc1[N+](=O)[O-]	0	/	-0.1	/	-23	-2	/	-3
COc1ccc(NC(=O)N[C@H]2CC[C@@H](CCn3cc(-c4ccc(OC)cc4)nn3)O[C@H]2CO)cc1	-2	0	0.9	0	3	-1	-1	-8
CN(C)CC(=O)N[C@@H]1CC[C@@H](CC(=O)NCc2ccccc2F)O[C@H]1CO	16	-3	-0.2	-4	25	0	2	-2
COc1cccc(S(=O)(=O)N[C@@H]2CC[C@H](CCn3cc(-c4ccc(F)cc4)nn3)O[C@H]2CO)c1	-3	7	-0.6	-3	19	3	-6	-2
COc1ccccc1CNC(=O)C[C@@H]1CC[C@@H]2[C@H](COC[C@@H](O)CN2C(=O)Nc2ccc(C(F)(F)F)cc2)O1	10	-12	0.2	-1	-1	-1	20	2
CCCCCOc1ccc(C(=O)OCC(=O)Nc2cc(C)c(C)cc2[N+](=O)[O-])cc1	-4	0	0.0	/	15	2	-5	/
C#CCOc1ccccc1C(N)=O	-11	/	0.0	-3	/	0	7	0
COCc1ccc(C(=O)N2CCCC(Nc3ccc4c(c3)OCCO4)C2)o1 (stereo unspecified)	0	-9	0.1	1	-4	2	/	4
Cc1ccc(NC2CCCN(C(=O)c3ccc4nccnc4c3)C2)cc1C (stereo unspecified)	-2	-1	-0.1	0	-11	-2	/	2
CC(CC(=O)O)CC(=O)Nc1ccc(Br)cc1 (stereo unspecified)	-2	5	0.0	-2	8	5	-3	-5
CO[C@@H](CN(C)Cc1cc(F)ccc1F)[C@@H](C)CN(C(=O)Nc1ccc(C(F)(F)F)cc1)[C@@H](C)CO	-11	-19	/	3	/	0	-3	12
COc1ccc(C2C(C#N)=C(N)OC3=C2C(=O)CCC3)c(OC)c1OC (stereo unspecified)	-5	1	/	-1	-3	4	-9	-2
CC(C)Sc1nnc([C@H](Cc2ccccc2)NC(=O)OC(C)(C)C)o1	0	/	0.0	-5	3	/	-3	14
CCCc1ncc(C[n+]2ccccc2C)c(N)n1	0	3	-0.1	2	11	-2	-9	-4
Cc1cnc(C)c(Nc2nc(C(N)Cc3ccc(F)cc3)cs2)n1 (stereo unspecified)	-3	-11	0.1	0	/	5	13	0
COc1ccc(OCC(=O)Nn2c(-c3cccc(OC)c3)nc3ccccc3c2=O)cc1	1	/	0.4	/	/	0	/	-6
Cc1ccc(CN2CCC(n3nccc3NC(=O)CCOc3ccccc3)CC2)cc1C	-2	3	0.0	5	5	-2	7	-1
C[C@H]1CN([C@@H](C)CO)C(=O)c2cc(C#CC(C)(C)O)cnc2O[C@H]1CN(C)C(=O)CC1CC1	10	2	-0.7	-1	13	1	4	-4
C[C@H]1CN([C@@H](C)CO)C(=O)c2cccc(NC(=O)C3CC3)c2O[C@H]1CN(C)CC1CC1	38	-3	-0.1	-1	-7	0	5	-7
CCOC(=O)c1ccsc1NC(=O)c1ccco1	-23	-16	0.1	0	-20	1	/	6
CCCC(=O)Nc1cccc(NC(=O)c2ccc([N+](=O)[O-])cc2Cl)c1	-4	/	0.0	/	-13	1	/	-1

Full records as entered above:
Profile of C[C@H]1CN([C@@H](C)CO)C(=O)c2cc(C#CC(C)(C)O)cnc2O[C@H]1CN(C)C(=O)CC1CC1 → S100A4 inh HTS = 10; C2C12 statin = 2; Xi reactivation = -0.7; Cneo AK release = -1; LGR2 antag = 13; ERAP1 inh = 1; PGC1a acetyl inh = 4; SIRT5 inh = -4
Profile of CN(c1ccccc1C(=O)NC1CCCCC1)S(=O)(=O)c1ccccc1 → S100A4 inh HTS = 4; C2C12 statin = 22; Xi reactivation = 0.2; Cneo AK release = -1; LGR2 antag = 4; ERAP1 inh = /; PGC1a acetyl inh = -11; SIRT5 inh = -2

The list goes on.
Compound	S100A4 inh HTS	C2C12 statin	Xi reactivation	Cneo AK release	LGR2 antag	ERAP1 inh	PGC1a acetyl inh	SIRT5 inh
CO[C@H]1CN(C)C(=O)c2cc(NC(=O)c3ccccc3)ccc2OC[C@H](C)N(CC2CC2)C[C@@H]1C	/	-2	-0.2	-2	14	/	-2	/
CCc1nc2ccc(C(=O)N(C)CCN(C)C)cn2c1N(C)CCC(C)C	-3	-25	0.0	-3	2	-10	2	-1
COc1ccccc1C=NNC(=O)NN=Cc1ccccc1OC	-2	-5	0.1	-8	-29	1	-5	2
CCc1nnc(NC(=O)CSCc2cc(=O)n3nc(C(C)C)sc3n2)s1	-5	-12	0.0	1	-1	3	4	-2
C[C@H]1CN([C@@H](C)CO)C(=O)c2cc(NS(C)(=O)=O)ccc2O[C@H]1CN(C)Cc1ccc(C(=O)O)cc1	-3	5	0.1	1	-13	1	7	8
CC(C)CCNC(=O)c1onc(CSc2ccc(F)cc2)c1C(=O)NCCC(C)C	4	2	0.0	-1	-9	2	-3	3
COCCCN1C(=O)C(=O)/C(=C(/O)c2ccc(C)cc2)C1/C=C/c1ccccc1 (stereo unspecified)	0	-6	0.1	-2	/	1	/	2
C[C@H](CO)N1C[C@H](C)[C@H](CN(C)S(=O)(=O)c2cn(C)cn2)Oc2ccc(NC(=O)NC3CCCCC3)cc2CC1=O	-3	14	0.2	2	-23	-2	2	-1
C[C@H]1C(=O)N(C)CCN1C(=O)c1ccc(OC2CCN(CCc3ccccc3)CC2)cc1	0	-7	-0.2	0	-4	-1	/	/
Cc1ccccc1CN(C)CC(=O)Nc1cccc(S(=O)(=O)N(C)c2ccccc2)c1	-2	/	0.4	/	/	-2	/	0
N#C[C@@H]1[C@@H](c2ccc(-c3ccccc3)cc2)[C@@H](CO)N1C(=O)Cc1ccncc1	-19	-10	-0.1	-2	-4	0	63*	0
CCCN(CCC)CCNC(=O)CCC(=O)Nc1ccc2nc(N3CCN(C)CC3)cc(C)c2c1	-20	19	0.0	/	-16	0	/	-5
CC(=O)c1ccc(-c2cccc([C@H]3[C@@H]4C=CC[C@@H](C)[C@@H]4C(=O)N3Cc3ccccc3)c2)cc1	2	11	0.1	0	22	/	-7	0
